# Source: PubChem
# TDP1 cell noCPT: qHTS for Inhibitors of human tyrosyl-DNA phosphodiesterase 1 (TDP1): qHTS in cells in absence of CPT; DT40 Tdp1-/- hTDP1 cells, no CPT, ATP luminescence, 48 h; Potency, µM (top dose mostly 46.2 µM), for the others: top-dose activity change, negative = growth inhibition, usual class: inhibitors; actives 15% (n = 420,000); AID 686978, 2013; note: nearly all actives have a fitted effect of over 55% in size
#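 Stably hTDP1-transfected Tdp1-null chicken DT40 cells were treated with library compounds minus camptothecin and grown for at least 48 hr at 37 °C, after which cellular ATP was quantified by luminescence.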
# TDP1 cell CPT: DT40-hTDP1 cell growth loss with CPT; chicken DT40 Tdp1-/-;hTDP1 cells + 20 nM CPT, ATP luminescence, 48 h; Potency, µM (top dose mostly 46.2 µM), for inactives: at the highest dose activity change, negative = growth inhibition, hits mostly inhibitors; actives 12% (n = 420,000); AID 686979; note: nearly all actives have a fitted effect of over 55% in size
#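 Chicken DT40 Tdp1-/- cells complemented with human TDP1, 400 cells/well, exposed to compounds plus 20 nM camptothecin for at least 48 h at 37 C; viability read as ATP content by CellTiter-Glo luminescence.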
# GCN5L2 inh: inhibitors of human GCN5L2 histone acetyltransferase; Q92830; GCN5L2 HAT assay, ThioGlo1 CoA-SH fluorescence; Potency, µM (highest dose often 58.9 µM), without a hit: top-dose activity change, negative = inhibition, most hits filed as inhibitors; actives 0.21% (n = 390,000)
# Target sequence (Q92830 whole entry, looked up): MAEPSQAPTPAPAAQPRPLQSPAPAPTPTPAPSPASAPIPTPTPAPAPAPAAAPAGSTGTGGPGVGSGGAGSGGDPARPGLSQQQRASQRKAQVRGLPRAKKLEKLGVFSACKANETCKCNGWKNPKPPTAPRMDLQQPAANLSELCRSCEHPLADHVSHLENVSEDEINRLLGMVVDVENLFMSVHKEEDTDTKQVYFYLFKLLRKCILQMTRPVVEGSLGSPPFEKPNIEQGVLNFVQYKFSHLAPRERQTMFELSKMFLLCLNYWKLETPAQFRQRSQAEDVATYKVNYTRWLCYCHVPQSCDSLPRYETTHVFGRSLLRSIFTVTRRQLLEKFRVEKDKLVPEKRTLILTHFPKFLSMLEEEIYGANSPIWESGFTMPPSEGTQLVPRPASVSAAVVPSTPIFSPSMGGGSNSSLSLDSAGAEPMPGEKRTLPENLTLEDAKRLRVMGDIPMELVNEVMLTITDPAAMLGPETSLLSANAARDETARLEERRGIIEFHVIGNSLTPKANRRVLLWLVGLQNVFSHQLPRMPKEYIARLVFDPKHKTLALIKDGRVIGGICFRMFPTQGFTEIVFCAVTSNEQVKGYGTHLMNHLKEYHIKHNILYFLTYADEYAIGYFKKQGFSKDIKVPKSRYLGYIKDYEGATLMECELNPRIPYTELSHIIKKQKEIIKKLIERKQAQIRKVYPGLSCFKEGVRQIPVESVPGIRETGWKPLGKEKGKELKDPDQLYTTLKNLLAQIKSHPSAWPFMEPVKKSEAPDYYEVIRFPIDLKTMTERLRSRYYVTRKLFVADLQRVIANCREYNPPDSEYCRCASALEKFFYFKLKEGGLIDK
#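 Titration-based screen in which CoA formation is detected via maleimide probe ThioGlo1 (50uM) turning fluorescent on thiol reaction; substrates H3(1-25) 75uM and acetyl-CoA 70uM, GCN5L2 20nM, 20 min incubation at room temperature.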
# * marks the source's active call; other numbers are inactive results; ? = inconclusive; nt = not tested or not shown. Calls come from the whole dose curve; as a rule, active = well fitted curve in the direction sought with a large enough effect; inconclusive = small, poorly fitted or top-dose-only effect, or another doubt; inactive = no such curve, though single readings can be large; an effect the other way counts as inactive or inconclusive. % is set by controls: 0 for no effect and ±100 for the full control effect; potency is the fitted concentration of half-maximal effect. Only part of the results is shown; rates above refer to the full screens.
entry	compound	GCN5L2 inh	TDP1 cell noCPT	TDP1 cell CPT
1	CC(C)CC(C(=O)Nc1ccccc1)N1C(=O)C2C3C=CC(C3)C2C1=O (centres undefined)	-11%	-19%	?
2	CN(C)S(=O)(=O)c1cccc(NC(=S)N/N=C/c2ccc(O)c(O)c2O)c1	-20%	16µM*	?
3	COc1ccc(C(=O)OCc2cc(=O)oc3c(C)c(C)ccc23)cc1S(=O)(=O)N1CCOCC1	nt	3%	7%
4	CC(Sc1nn(-c2ccccc2)c(=S)s1)C(=O)NCC1CCCO1 (centres undefined)	1%	-27%	-22%
5	CNC(=O)c1ccc(N(Cc2ccccc2)S(C)(=O)=O)cc1	2%	11%	5%
6	COc1cccc(NC(=O)/C(C#N)=C\c2cn(Cc3ccc(Cl)cc3)c3ccccc23)c1	-3%	?	?
7	Cc1ccc(C(=O)OCC(=O)Nc2c(Cl)cc(S(N)(=O)=O)cc2Cl)o1	-2%	16%	2%
8	CC(OC(=O)C1=NNC(=O)CC1)C(=O)Nc1ncc(Cl)cc1Cl (centres undefined)	-1%	-7%	-9%
9	O=C(NC(Cc1ccccc1)C(=O)O)/C(=C/c1ccccc1)NC(=O)c1ccco1 (centres undefined)	-3%	-4%	-16%
10	CN(C(=O)c1cc2n(n1)C(C(F)(F)F)CC(c1ccco1)N2)c1ccc(OC(F)(F)F)cc1 (centres undefined)	-3%	-14%	?
11	Cc1ccc2c(c1)c1c(c(=O)n(Cc3ccccc3)c(=O)n1CC(=O)Nc1ccccc1C)n2C	-4%	-21%	-16%
12	O=C(OC(C(=O)NCC1CCCO1)c1ccc(F)cc1)c1ccco1 (centres undefined)	?	-14%	4%
13	CCOc1ccc2nc(SCC(=O)NNC(=O)c3ccco3)c(C)cc2c1	-9%	-14%	-15%
14	O=C(c1ccc2c(=O)n(Cc3ccccc3)c(=S)[nH]c2c1)N1CCOCC1	-5%	-28%	-20%
15	CCOC(=O)C1CCCN(C(=O)c2ccc3c(c2)OCCO3)C1 (centres undefined)	0%	-21%	1%
16	CCCC(=O)NC(=S)NNC(=O)c1ccc([N+](=O)[O-])cc1	0%	?	?
17	Cc1nnsc1C(=O)NNc1c(Cl)cccc1Cl	?	-24%	25%
18	Cc1nc(SCC(=O)Nc2ccccc2)c2oc3ccccc3c2n1	-1%	-30%	-5%
19	COc1ccc(CCC(=O)NCCOc2ccccc2Cl)cc1	nt	?	?
20	COc1ccc(Nc2oc(COc3ccc(C)cc3)nc2C#N)cc1	-14%	-27%	-21%
21	CCOC(=O)c1c(C)c(C(=O)NCCCOC(C)C)c(C)n1C	-27%	-21%	-25%
22	COc1ccc(-c2oc3ncn4nc(COc5ccc(Cl)cc5)nc4c3c2-c2ccc(OC)cc2)cc1	-4%	-27%	-25%
23	COc1cccc(CC(=O)NC2CCCN(Cc3ccc(Cl)cc3)C2)c1 (centres undefined)	1%	?	?
24	COc1ccc2c(Cl)c(C(=O)NCCCn3ccnc3)sc2c1Cl	-5%	?	?
25	CC12CCC(C(=O)Nc3ncc([N+](=O)[O-])s3)(OC1=O)C2(C)C (centres undefined)	-6%	-27%	-29%

# The final 2 records of the section before lead into the next.
entry	compound	GCN5L2 inh	TDP1 cell noCPT	TDP1 cell CPT
24	COc1ccc2c(Cl)c(C(=O)NCCCn3ccnc3)sc2c1Cl	-5%	?	?
25	CC12CCC(C(=O)Nc3ncc([N+](=O)[O-])s3)(OC1=O)C2(C)C (centres undefined)	-6%	-27%	-29%
26	COc1cccc(NS(=O)(=O)c2cc3c(cc2C)NC(=O)CO3)c1	-14%	?	-29%
27	COc1ccccc1CN(CC(=O)NCc1ccco1)C(=O)CNS(=O)(=O)c1ccccc1	-6%	-17%	4%
28	CC1=NN(c2ccccc2)C(=O)C1N=Nc1ccc(N)cc1 (centres undefined)	-17%	10µM*	15µM*
29	COc1ccc(CCNC(=O)Cn2ccc3cc(S(=O)(=O)N4CCCCC4)ccc32)cc1OC	-13%	?	?
30	COc1cc([N+](=O)[O-])ccc1NC(=O)Cc1ccc(F)cc1	-9%	-6%	?
31	CCCc1nnc(NC(=O)CCS(=O)(=O)c2ccccc2)s1	-3%	5.2µM*	2.3µM*
32	CCOC(=O)c1c(C)nc2c(c1C)/C(=N/O)CC(C)(C)C2	-5%	23µM*	?
33	O=C(NCc1ccccc1)c1ccc(F)c(S(=O)(=O)N2CCOCC2)c1	-8%	3%	-6%
34	O=C1CCCCN1CCC(=O)N1CCOc2ccc(C(O)C3CCCCC3)cc2C1 (centres undefined)	nt	?	?
35	O=c1cc(CN2CCN(c3cccc(C(F)(F)F)c3)CC2)nc2sccn12	-3%	?	?
36	Oc1cncc(-c2cccnc2)c1	-4%	4%	-5%
37	Cc1ccc(Cl)cc1N1CCN(C(=O)Cn2c(-c3cccs3)cc3cc(F)ccc32)CC1	-2%	-8%	-22%
38	O=C(NCCc1ccccc1)C1CCCN1C(=O)NCc1ccccc1 (centres undefined)	-4%	-11%	-11%
39	COc1ccc(CCN2C(=O)CC(Cc3ccc(C)cc3)C2=O)cc1OC (centres undefined)	-9%	?	?
40	CCC(=O)N1CCN(c2ccc(Cl)cc2NC(=O)c2ccc(N3CCCC3)c([N+](=O)[O-])c2)CC1	-6%	?	?
41	CCCn1c(=N)n(CC(=O)c2ccc([N+](=O)[O-])cc2)c2ccccc21	-10%	23µM*	?
42	CCOc1ccc(NC(=O)CN(c2ccc(CC)cc2)S(=O)(=O)c2c(C)noc2C)cc1	-3%	13µM*	12µM*
43	CCC(C)NC(=O)Cc1cn(C)c2ccccc12 (centres undefined)	-13%	-11%	7%
44	O=C(c1ccco1)N1CCC2CC1c1c(Cl)cccc12 (centres undefined)	nt	?	?
45	CCOc1ccc(NC(=O)c2sc3nc4c(c(-c5ccccc5)c3c2N)C(=O)CC(C)(C)C4)cc1	-3%	-19%	?
46	COc1cc(OC)c(-c2nn3c(-c4cc(C)[nH]n4)nnc3s2)cc1OC	nt	4.5µM*	7.1µM*
47	O=C1OC(c2ccccc2)/C(=C(/O)c2ccc(Cl)cc2)C1=O (centres undefined)	-25%	-5%	0%
48	O=C(O)c1ccc(NC(=S)NC2CCCCC2)cc1	1%	-5%	13%
49	COc1ccc(Oc2nc(C)cc(C)c2C#N)cc1	-10%	-5%	-21%
50	Cc1oc(-c2ccc(Cl)cc2)nc1CS(=O)CC(=O)NCCN1CCCC1 (centres undefined)	-3%	-7%	-2%

# Looked up by structure from the entries so far, three records:
entry	compound	GCN5L2 inh	TDP1 cell noCPT	TDP1 cell CPT
31	CCCc1nnc(NC(=O)CCS(=O)(=O)c2ccccc2)s1	-3%	5.2µM*	2.3µM*
48	O=C(O)c1ccc(NC(=S)NC2CCCCC2)cc1	1%	-5%	13%
44	O=C(c1ccco1)N1CCC2CC1c1c(Cl)cccc12 (centres undefined)	nt	?	?

# The listing continues:
entry	compound	GCN5L2 inh	TDP1 cell noCPT	TDP1 cell CPT
51	COCCNc1ccnc(-c2cccc(NS(C)(=O)=O)c2)n1	-7%	-8%	0%
52	NS(=O)(=O)c1ccc(NS(=O)(=O)c2ccc(NC(=O)C3CC3)cc2)cc1	-30%	23%	-1%
53	COc1ccccc1N(C(=O)c1ccncc1)c1nc(-c2ccc([N+](=O)[O-])cc2)cs1	-12%	16µM*	16µM*
54	Cc1nn(CC(=O)N2CCN(c3ccccn3)CC2)c(=O)c2cc3sccc3n12	-7%	-2%	-22%
55	Cc1ccc(C(C)C)c(OCC(=O)OCC(=O)c2c(N)n(C)c(=O)n(C)c2=O)c1	-6%	16%	-1%
56	CCN(CC)CC(=O)NN=C(c1ccccc1)c1ccccc1	-1%	?	?
57	CCn1nc(C)c(CNC(=O)CC2C(=O)NCCN2Cc2ccc(C)o2)c1C (centres undefined)	-12%	0%	-1%
58	O=C1C=C(N2CCN(c3ccccn3)CC2)C(=O)c2c(O)ccc(O)c21	nt	4.1µM*	1.5µM*
59	CC(CN1CCNCC1)(NS(=O)(=O)c1ccccc1)c1ccccc1 (centres undefined)	-2%	?	?
60	O=C(COc1ccccc1[N+](=O)[O-])OCC(=O)c1ccc(Br)s1	-16%	-8%	-17%
61	Cc1ccc(/C=N/Nc2ncc(Cl)cc2Cl)s1	0%	?	?
62	Cc1nc2ccc(S(=O)(=O)NCC(=O)Nc3ccc(F)cc3)cc2s1	-22%	7%	-6%
63	COc1ccc(C2=NO[C@@H]3C(=O)N(C4CCCCC4)C(=O)[C@H]23)cc1OC	0%	3%	9%
64	COc1cccc(-c2nc(Cc3ccc(OC)c(OC)c3)no2)c1	-7%	?	?
65	COc1ccc(CC2(C)OC(c3ccc(Cl)cc3)=NN2C(C)=O)cc1 (centres undefined)	-12%	?	?
66	CCOC(=O)c1ccc(COC(=O)c2ccc3c(c2)-c2ccccc2C3=O)cc1	-7%	?	-10%
67	Cc1ccc(N(C)S(=O)(=O)c2ccc(-c3ccc(=O)[nH]n3)s2)cc1C	-5%	-1%	-6%
68	Cc1[nH]c2ccccc2c1/C=C/c1c(C)[nH]c2ccccc12	nt	10µM*	11µM*
69	COc1cccc(C=CC(=O)C=CC=Cc2ccccc2)c1	nt	?	21µM*
70	COc1ccc(OC)c(S(=O)(=O)N2Cc3ccccc3CC2C(=O)Nc2ccc(C(C)=O)cc2)c1 (centres undefined)	-8%	10µM*	?
71	CCNc1nc(NCC)nc(N/N=C/c2ccc([N+](=O)[O-])o2)n1	-2%	16µM*	16µM*
72	O=C(NCc1ccccc1)[C@@H]1CCCN1C(=O)[C@@H]1CCCN1C(=O)c1ccc(Cl)cc1Cl	nt	?	?
73	COc1cc(OC)c(OC)cc1CN1CCc2nc(N3CCN(c4ncccn4)CC3)ncc2C1	7%	23µM*	16µM*
74	Cc1ccc(NC(=O)C(=O)NCC(c2cccnc2)N2CCN(Cc3ccccc3)CC2)cc1F (centres undefined)	-7%	5.8µM*	7.3µM*
75	CC1CCN(C(=O)COC(=O)c2ccc(Br)o2)CC1	1%	-6%	-12%

entry	compound	GCN5L2 inh	TDP1 cell noCPT	TDP1 cell CPT
76	CCNC(=S)N/N=C/c1ccc(OCC(=O)Nc2ccc(C)cc2)cc1	-3%	-30%	?
77	Oc1ccc(Br)cc1/C=N/N1CCCCC1	0%	?	?
78	Cc1ccc(NC(=O)CSCC(=O)Nc2ccccc2N2CCCCC2)cc1	?	?	?
79	Cc1nn(CCCC(=O)Nc2cccnc2Cl)c(C)c1[N+](=O)[O-]	-7%	-2%	-6%
80	COc1ccccc1CN1C(=O)c2cccc3cccc(c23)C1=O	-12%	?	-19%
81	O=C(CNS(=O)(=O)c1ccc(C(=O)N2CCOCC2)cc1)N1CCOCC1	-7%	1%	-15%
82	Cc1ccc(S(=O)(=O)N(CC(=O)N=Nc2c(O)[nH]c3ccccc23)c2cccc(C)c2)cc1	-2%	21µM*	?
83	C=CCOC(=O)C1=C(C)OC(N)=C(C#N)C1c1ccc(F)cc1 (centres undefined)	0%	29µM*	?
84	CC(=O)SC1CC2=CC(=O)CC[C@@]2(C)C2CC[C@@]3(C)[C@@H](CC[C@@]34CCC(=O)O4)C12 (some centres undefined)	12%	16µM*	13µM*
85	O=C(CNC(=O)c1ccc(Cl)cc1Cl)OCCCn1c(=O)[nH]c2ccccc21	0%	-14%	-10%
86	CCn1c(SCC(=O)Nc2ccc(C)cc2)nc(O)cc1=O	-21%	0%	4%
87	COc1ccc(Nc2nc3ccccc3nc2NS(=O)(=O)c2cccs2)c(OC)c1	2%	-18%	-23%
88	CC(C)Sc1nc(N2CCOCC2)c2c(c1C#N)CC(C)(C)N(C)C2	-15%	16µM*	18µM*
89	C/C(CC(=O)Nc1cccc(C(F)(F)F)c1)=N/NC(=O)C(=O)NCCO	-4%	-18%	-8%
90	CC(C)(C)c1ccc(/C=N/N2CCN(c3ccccn3)CC2)cc1	-10%	?	-25%
91	Cc1cccc(-n2ncc3c2CCCC3NC(=O)CN2CCCC2=O)c1C (centres undefined)	-8%	-2%	-10%
92	CCCN1C2CCCC1CC(NC(=S)Nc1cccc(C)c1)C2 (centres undefined)	-1%	?	?
93	O=C1CCCN1CCCNC(=S)Nc1ccc(Nc2ccccc2)cc1	-7%	-7%	-4%
94	CS(=O)(=O)c1ccccc1C(=O)Nc1ccc2sccc2c1	-6%	14%	-1%
95	COc1ccc(CNS(=O)(=O)c2cc(OCC(N)=O)c(C)cc2Cl)cc1	20%	-5%	-6%
96	COc1ccc(CC(=O)c2c(O)cc(O)cc2O)cc1OC	-20%	0%	-24%

# Gathered by group: the compounds so far with a COOH group (two)
entry	compound	GCN5L2 inh	TDP1 cell noCPT	TDP1 cell CPT
9	O=C(NC(Cc1ccccc1)C(=O)O)/C(=C/c1ccccc1)NC(=O)c1ccco1 (centres undefined)	-3%	-4%	-16%
48	O=C(O)c1ccc(NC(=S)NC2CCCCC2)cc1	1%	-5%	13%
